Compound activity deposited in PubChem BioAssay by several laboratories.
WT yeast gro inh: growth inhibition of WT yeast, mitochondrial fusion screen; mitochondrial fusion phenotypic screen, WT strain; inhibition, % at 10 µM; hit rate 2.1% among 190,000; in the data active = inhibition above about 58%; tested in S. cerevisiae
XIAP antagonists: small molecules displacing peptide from XIAP – biochemical, IAP family, fluorescence polarization (AID 1018). hit rate 0.007% among 200,000. XIAP BIR domain, fluorescence polarization peptide displacement; higher % means a stronger effect. one-dose displacement, % at 20 µM; IC50 in µM for titrated hits; in the data active = displacement above about 50%; also: a part of the inactive calls stands beside numbers as strong as those of hits
M1AAP inhibition: P. falciparum M1AAP inhibitors, biochemical, fluorogenic H-Leu-NHMec substrate, 1536-well (AID 1445); hit rate 0.42% among 220,000; inhibition, % at 30 µM, or IC50 in µM where a hit was titrated; recombinant M1AAP, H-Leu-NHMec fluorogenic kinetic assay; higher % means a stronger effect;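 active = primary inhibition above the hit cutoff, then over 50% inhibition at one or more dose response concentrations, cut at about 23% in these data, passing the limit was not always enough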;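 also: plate controls were DMSO full reaction for no effect and no enzyme background for full effect; strong numbers were not always called active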
LYP inhibition: inhibitors of LYP phosphatase, biochemical, fluorescence intensity, uHTS (AID 1779). recombinant LYP phosphatase, fluorescence intensity; higher % means a stronger effect. one-dose inhibition, % at 11.5 µM; IC50 in µM for titrated hits. hit rate 0.054% among 290,000;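 also: plate controls were vehicle with enzyme for no effect and no enzyme for full effect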
Yfh1-off respiration: mitochondrial function rescue without frataxin homolog – Friedreich's ataxia, plus single-dose screen, dose response (AID 1465). S. cerevisiae Yfh1-off respiration, WST-1 reduction, 72 h; higher fold induction means a stronger effect. one-dose fold induction at 50 µM; EC50 in µM for titrated hits. hit rate 0.074% among 220,000;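 active = fold induction of absorbance versus untreated yeast above a set limit, then at least 30% activation at any dose in follow-up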;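 also: activators that raise dye reduction in frataxin-depleted yeast; strong numbers were not always called active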
human PMI inhibitors: MPI inhibition at elevated mannose 6-phosphate – biochemical, fluorescence intensity, high mannose 6-phosphate, primary screen (AID 1220). recombinant PMI enzyme, coupled fluorescence intensity; higher % means a stronger effect. inhibition, % at 20 µM; hits with a dose series show IC50 in µM. hit rate 0.66% among 190,000
human PMI inhibition: inhibitors of human PMI, primary screen, biochemical, fluorescence intensity, coupled assay (AID 1209) | hit rate 0.42% among 190,000 | inhibition, % at 20 µM; hits with a dose series show IC50 in µM | purified PMI enzyme, coupled fluorescence intensity; higher % means a stronger effect;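 also: plate controls were DMSO vehicle for no effect and wells lacking substrate for full effect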
TNAP activators: human TNAP enzyme activators, primary screen, biochemical, luminescent, no phosphate acceptor, uHTS (AID 1001); purified TNAP, luminescent activation assay, no phosphate acceptor; higher activation fold means a stronger effect; activation fold at 20 µM, or EC50 in µM where a hit was titrated; hit rate 0.03% among 200,000; in the data active = activation fold from about 3, or a potency from the dose series; inactive = the rest, 99 in 100 with activation fold below about 1.6; also: many of its hits are not listed in these tables
M17LAP inhibition: P. falciparum M17LAP inhibitors, primary screen, biochemical, fluorogenic H-Leu-NHMec substrate, 1536-well (AID 1619) | recombinant M17LAP, H-Leu-NHMec fluorogenic kinetic assay; higher % means a stronger effect | inhibition, % at 30 µM; hits with a dose series show IC50 in µM | hit rate 0.38% among 220,000;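 active = compound inhibiting the enzyme by more than half at any dose during confirmatory dose-response retesting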;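 also: plate controls were full reaction with DMSO carrier for no effect and no enzyme background for full effect; strong numbers were not always called active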
WT yeast gro inh mutant strain: also measured in WT yeast gro inh; calls as there; inhibition, %; mitochondrial fusion phenotypic screen, mutant strain inhibition
* hit, by the source's call; i = inactive; x = not tested or not shown. Rule as the data show it, unless noted: active = inhibition above about 50%; inactive = the rest.

structure	M17LAP inhibition	LYP inhibition	WT yeast gro inh	TNAP activators	Yfh1-off respiration	WT yeast gro inh mutant strain	human PMI inhibition	human PMI inhibitors	XIAP antagonists	M1AAP inhibition
Cc1nnc(NC2(C(F)(F)F)C(=O)Nc3c2c(=O)n(C)c(=O)n3C)s1 (stereo not given)	1%	-1%	1	1.1	i	-4	10%	5%	-3.9%	-1%
CCN(Cc1ccccc1)C(=O)COc1cc(=O)n(CC)c2ccccc12	7%	-9%	-15	1	i	0	2%	0%	-2.3%	6%
CC(=O)c1cc(-c2ccccc2)n(CC(=O)N2CCN(C3CCCC3)CC2)c1C	9%	-9%	0	1.1	i	-8	-8%	-8%	-1.8%	2%
CCOC(=O)Cn1c(C)nc2c(C(=O)OCC)sc(C)c2c1=O	1%	2%	5	1.1	i	2	10%	16%	1.6%	3%
CC1(C)Oc2ccc3ccc(=O)oc3c2-c2cn[nH]c21	8%	-2%	12	0.9	i	21	18%	16%	0.0%	26%*
CO/N=C(\c1nonc1N)N1CCN(c2ccc([N+](=O)[O-])cc2Cl)CC1	-2%	-1%	6	1	i	-7	20%	13%	-1.5%	-1%
CSc1ncccc1C(=O)OCC(=O)c1cc(C)n(CC2CCCO2)c1C (stereo not given)	0%	9%	x	x	i	x	x	x	x	8%
CCOC(=O)C1=C(C)NC(C)=C(C(=O)OCC)C1/C=C/c1ccccc1OC	-4%	4%	-18	1.1	i	-9	20%	12%	-2.0%	15%
Cc1nc2cccc(C(=O)Oc3ccc([N+](=O)[O-])cc3)c2o1	-2%	-5%	15	1.1	i	13	-11%	-8%	-4.9%	4%
CCc1nnc(NC(=O)Cc2ccc(OC)c(OC)c2)s1	0%	-12%	-3	1	i	0	-2%	-4%	2.3%	-3%
COc1ccccc1N1C(=O)CSC1=NC(=O)c1ccccc1	1%	-4%	x	x	i	x	x	x	x	3%
CCOC(=O)c1sc(NC(=O)c2sccc2C)cc1C	9%	-3%	27	1.1	i	42	13%	8%	-6.0%	9%
CN(C)C(C(=O)Nc1cc(Cl)cc(Cl)c1)c1ccccc1 (stereo not given)	-3%	-8%	8	1	i	13	2%	5%	0.4%	2%
CCCN(CCC)C(=O)CP(=O)(c1ccccc1)c1ccccc1	-2%	-3%	-23	1.2	i	-10	0%	0%	-1.3%	1%
Cc1cc(C)n(-c2ccc(C(=O)NCc3ccc(F)cc3)cc2)n1	-4%	-6%	-5	1	i	8	-7%	-9%	-4.4%	-1%
COC(=O)C1=C(C)Nc2nnnn2C1c1cc(OC)ccc1OC (stereo not given)	12%	-7%	-9	1.1	i	-3	5%	1%	2.2%	-1%
N/C(Cc1ccc(Cl)cc1)=N\OC(=O)Cc1ccc([N+](=O)[O-])cc1	1%	1%	31	1.1	i	-3	24%	13%	2.1%	2%
Cc1nn(-c2ccccc2)c(N)c1C1(O)C(=O)Nc2ccccc21 (stereo not given)	-4%	-3%	x	x	i	x	x	x	x	6%
CCc1cc2cc(C(=O)Nc3ccc(F)cc3)sc2s1	13%	-6%	-10	1.1	i	4	1%	2%	-3.9%	0%
O=C(O)CCSc1nc2ccccc2s1	0%	-11%	-2	1.1	i	10	-3%	-12%	-5.7%	0%
O=C(CSc1ncccn1)N/N=C/c1ccccc1[N+](=O)[O-]	26%	-3%	-3	1.1	i	-10	-10%	1%	-4.2%	2%
N#CC(C#N)C(c1ccsc1)c1c(-c2ccccc2)[nH][nH]c1=O (stereo not given)	37µM*	-2%	6	1	i	10	22%	17%	-0.7%	1%
O=CN1CCCN(Cc2nc(-c3cccc(Cl)c3)no2)CC1	-8%	-12%	0	1	i	-4	1%	3%	-1.4%	1%
O=C(Nc1ccc2c(c1)OCCO2)C1CCN(S(=O)(=O)c2ccc(Br)s2)CC1	6%	-4%	3	1.1	i	-6	9%	5%	-5.5%	4%
CCC(CO)NCC(O)COCc1ccc2c(c1)OCO2 (stereo not given)	-8%	-6%	-2	1.1	i	-7	-6%	-8%	-2.1%	-2%
O=C(c1cc(COc2ccc(F)cc2F)on1)N1CCCC(c2ccccc2)C1 (stereo not given)	5%	-5%	45	1	i	16	3%	3%	-5.1%	1%
N#C/C(=C(/O)c1ccc([N+](=O)[O-])s1)c1nc2ccccc2[nH]1	-2%	-4%	x	x	i	x	x	x	x	1%
Cc1cc(C(F)(F)F)nc(SCCN2CCOCC2)c1C#N	11%	2%	3	1.1	i	20	-74%	-122%	-4.9%	-4%
CSc1ccc(OC2CCCCC2NS(=O)(=O)c2ccc(Cl)cc2)cc1 (stereo not given)	8%	-8%	74*	1.1	i	19*	8%	6%	-0.2%	4%
Cc1nc(NC(=O)COc2ccccc2)sc1C(=O)Nc1ccccc1	4%	2%	-4	1.1	i	-12	17%	15%	-0.5%	3%
Cc1cccc(N2CCc3c2nc2ccc(Br)cc2c3N)c1	1%	2%	49	1	i	56	70%*	x	-8.8%	5%
CCc1sc(C(=O)Nc2cccc(C(C)=O)c2)cc1C	20%	-2%	34	1.1	i	8	10%	3%	-1.0%	-2%
CCOC(=O)c1c(NC(=O)COC(=O)c2cc(OC)c(OC)cc2[N+](=O)[O-])sc(C)c1C	-6%	-8%	20	1	i	20	-10%	-2%	-13%	1%
COc1cc(-c2nc3cnccn3c2Nc2ccc3c(c2)OCCO3)ccc1O	7%	-4%	1	1.1	i	-7	4%	7%	-3.2%	14%
COC(=O)c1cn(NC(=O)c2cc(OC)cc(OC)c2)c(=O)c2ccccc12	-9%	-6%	-10	1	i	-3	1%	-2%	-8.2%	-2%
CCOC(=O)C1=NNC2C(=O)N(CC)C(=O)C12 (stereo not given)	4%	-4%	-8	1.1	i	14	2%	2%	-4.0%	2%
N#C/C(=C\c1cn(Cc2cccc(F)c2)c2ccccc12)C(=O)NCc1ccco1	7%	2%	4	1.1	i	-12	21%	10%	-1.3%	5%
O=S(=O)(Nc1nc2ccccc2[nH]1)c1ccc2ccccc2c1	-4%	-1%	20	1	i	19	1%	-10%	-16%	8%
COc1ccc(S(=O)(=O)CCC(=O)NCCc2ccc(S(N)(=O)=O)cc2)cc1	6%	-2%	3	1	i	0	18%	14%	1.2%	3%
O=P(C1=C(N2CCOCC2)/C(=C\c2ccccc2)CC1)(N1CCOCC1)N1CCOCC1	10%	-4%	-5	1.1	i	-12	6%	5%	2.7%	0%
COC(=O)C1C(=O)OC(C)(C)C1C(C)C(=O)c1ccc(C)cc1C (stereo not given)	-6%	-12%	-4	1	i	9	12%	11%	-3.3%	4%
CCCCCCn1c(COc2ccccc2F)nnc1SCC(=O)N1c2ccccc2NC(=O)C1(C)C	-9%	1%	-12	1.1	i	10	8%	6%	-3.9%	15%
CC(C)(C)NC(=O)NC(=O)COc1ccccc1C#N	3%	-4%	-8	1.1	i	-6	18%	14%	15%	-1%
COc1cccc(NC(=O)c2ncn[nH]2)c1	-2%	2%	-12	1	i	-13	0%	-4%	-3.6%	2%
N#Cc1c(-c2ccccc2)ccn(Cc2ccc(Cl)cc2)c1=O	-18%	-2%	-1	1	i	-2	-5%	3%	-5.0%	1%
COc1ccc(CC(=O)N2CCN(c3ccc(C4=NNC(=O)CC4C)cc3)CC2)cc1 (stereo not given)	21%	-4%	13	1.1	x	-12	8%	7%	-1.7%	10%
COc1ccc(N2CCN(C(=O)CN(c3ccccc3)S(C)(=O)=O)CC2)cc1	7%	-10%	15	1.1	i	9	5%	4%	-2.2%	6%
CCSc1nc2ccc(C)cc2cc1C#N	4%	-4%	-1	1.1	i	-10	-2%	1%	0.2%	-3%
O=C(c1cn(-c2ccccc2)nc1-c1cccs1)N1CCN(c2ccc(F)cc2)CC1	-1%	0%	-40	1.1	i	-11	19%	10%	-6.7%	1%
COc1ccc(OC)c(/C=C/C(=O)Nc2cccc(S(=O)(=O)N3CCCC3)c2)c1	2%	-3%	11	0.9	i	-4	9%	9%	-1.5%	14%
O=C(CCS(=O)(=O)c1ccc(Br)cc1)NCc1cccs1	1%	-3%	0	1	x	-1	16%	13%	-1.3%	-1%
CCc1nnc(NS(=O)(=O)c2ccc(NC(=S)NC(=O)c3ccc(F)cc3)cc2)s1	36%	0%	-2	0.8	i	-8	22%	9%	-4.6%	23%
CCNC(=O)CC1C(=O)N(c2ccc(F)cc2)C(=O)N1Cc1cccs1 (stereo not given)	2%	-3%	-12	1.1	i	-24	9%	16%	-3.3%	0%
O=C(Nc1ccc2c(c1)OCO2)C(c1ccc(Cl)cc1)N1CCN(C(=O)c2ccco2)CC1 (stereo not given)	-10%	5%	12	1.2	i	5	12%	15%	-3.3%	-1%
CCN(CC)CCCN=Cc1c(O)n(-c2c(C)cccc2C)c(=O)c2ccccc12	13%	-2%	x	x	i	x	x	x	x	7%
CCn1c(=O)c(=O)n(CC)c2cc(S(=O)(=O)Nc3cccc(OC)c3)ccc21	10%	0%	8	1.2	i	-15	-2%	-3%	-2.5%	5%
O=C(Nc1cccc(F)c1)NC1(C(=O)N2CCN3CCCC3C2)CCCCC1 (stereo not given)	17%	1%	-14	1.2	i	-8	-10%	-5%	-3.8%	19%
O=S(=O)(/N=C(\Sc1ccccc1)c1ccccc1)c1ccc(Cl)cc1	19%	4%	21	1	i	12	25%	-45%	-2.3%	5%
CCOC(=O)/C=C/C(=O)Nc1cccc([N+](=O)[O-])c1	-5%	-3%	43	1.1	i	33	-34%	-76%	-6.1%	2%
CCOCCNC(=O)c1ccccc1C(=O)NCCOCC	3%	-5%	0	1.1	i	9	2%	3%	-1.2%	-11%

Profiles, quoted from the list. Order of values: M17LAP inhibition	LYP inhibition	WT yeast gro inh	TNAP activators	Yfh1-off respiration	WT yeast gro inh mutant strain	human PMI inhibition	human PMI inhibitors	XIAP antagonists	M1AAP inhibition
CO/N=C(\c1nonc1N)N1CCN(c2ccc([N+](=O)[O-])cc2Cl)CC1 is listed as -2%	-1%	6	1	i	-7	20%	13%	-1.5%	-1%
CCCCCCn1c(COc2ccccc2F)nnc1SCC(=O)N1c2ccccc2NC(=O)C1(C)C is listed as -9%	1%	-12	1.1	i	10	8%	6%	-3.9%	15%
CC(=O)c1cc(-c2ccccc2)n(CC(=O)N2CCN(C3CCCC3)CC2)c1C is listed as 9%	-9%	0	1.1	i	-8	-8%	-8%	-1.8%	2%

Next section:
structure	M17LAP inhibition	LYP inhibition	WT yeast gro inh	TNAP activators	Yfh1-off respiration	WT yeast gro inh mutant strain	human PMI inhibition	human PMI inhibitors	XIAP antagonists	M1AAP inhibition
CCNC(=O)CC1C(=O)N(c2ccc(F)cc2)C(=O)N1Cc1ccc(OC)cc1 (stereo not given)	-2%	-8%	9	1	i	-8	-17%	-16%	-2.6%	-7%
COc1cccc(/C(O)=C/C(=O)C(=O)Nc2ccc(S(=O)(=O)NC(C)=O)cc2)c1	21%	2%	-18	1.1	i	-4	14%	7%	-4.4%	12%
COc1cccc(C2CC(C(F)(F)F)n3nc(C(=O)NCc4cccnc4)cc3N2)c1 (stereo not given)	10%	2%	-8	1.1	i	-36	9%	-3%	-3.2%	4%
Cc1ccc(N(CC(=O)NCc2ccccc2Cl)S(=O)(=O)c2cccs2)cc1	-3%	4%	7	1.1	i	4	9%	11%	-4.1%	6%
